# Compound activity deposited in PubChem by National Center for Advancing Translational Sciences (NCATS).
# B2AR arrestin – qHTS assay of beta-arrestin-biased ligands of beta2-adrenergic receptor; beta-arrestin recruitment to beta2AR, cell-based reporter; Potency, µM (series often up to 46.1 µM), for the others: at the highest dose activation, most hits filed as activators; AID 492947, 2010; 330,000 tested, 0.02% active; Beta-2 adrenergic receptor (Homo sapiens), P07550;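 further: potency means the concentration at half of the fitted maximal effect; 0% = DMSO controls and full agonism = EC100 isoproterenol or metaproterenol; nearly all actives have a fitted effect of over 65% in size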
# Eya2 phos inh – qHTS Assay for Inhibitors of the Phosphatase Activity of Eya2 | recombinant Eya2, OMFP fluorescence dephosphorylation (OMFP is methylfluorescein phosphate) | Potency, µM (highest dose often 76.9 µM), for the others: top-dose activity, negative = inhibition, most hits filed as inhibitors | 330,000 tested, 0.006% active | AID 488837, 2010; further: potency means the concentration at half of the fitted maximal effect; on the % scale 0 is the no-effect control and ±100 the full control effect
#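 Eya2 protein (added as 0.2 uM solution) was preincubated with compound for 10 min at ambient temperature in 50 mM HEPES pH 7.5, 50 mM NaCl, 5 uM MgCl2, 0.05% BSA, 1 mM DTT. OMFP (added at 50 uM) then reacted 10 min; fluorescence read at 485/525 nm.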
# PTAP TSG101 blk – qHTS Assay for Iinhibitors of HIV-1 Budding by Blocking the Interaction of PTAP/TSG101. Tumor susceptibility gene 101 protein (Homo sapiens), Q99816. Fluorescence polarization, FITC-PTAP peptide / Tsg101 binding. Potency, µM (highest dose often 115 µM), inactives show at the highest dose activity change, negative = inhibition, usual class: inhibitors. 340,000 tested, under 10 active. AID 493005, 2010; active means well fitted inhibition curve with a large enough effect in the main read-out, with a control signal flat, not every such curve was filed as active; inconclusive means small, poorly fitted or top-dose-only effect, or effect the other way, or a change in a side signal; inactive means no such curve, though single readings can be large or run the other way; further: potency means the concentration at half of the fitted maximal effect; % of control where 0% means no effect
#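 Steps: Tsg101 binding domain dispensed (10 uM final), compounds pinned in DMSO, FITC-labeled PTAP-motif peptide added (50 nM final); after 20 min binding at room temperature, polarization measured.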
# uPA generation – qHTS for Inhibitors of Cell Surface uPA Generation; Potency, µM (doses to about 38.3 µM), inactives show at the highest dose activity change, negative = inhibition, most hits filed as inhibitors; AID 540303, 2011; 330,000 tested, 0.31% active; cell surface uPA generation assay, qHTS; active means well fitted inhibition curve with a large enough effect; inconclusive means small, poorly fitted or top-dose-only effect; inactive means no such curve, though single readings can be large or run the other way; tested in mouse RAW 264.7 cells; further: potency means the concentration at half of the fitted maximal effect; on the % scale 0 is the no-effect control and ±100 the full control effect; nearly all actives have a fitted effect of over 55% in size
# USP2a block – qHTS Assay for Inhibitors of Ubiquitin-specific Protease USP2a Using CHOP2 as the Reporter | Ubiquitin carboxyl-terminal hydrolase 2 (Homo sapiens), O75604 | USP2 core, Ub-CHOP2 coupled fluorogenic reporter, 485/531 | Potency, µM (doses to about 38.3 µM), for inactives: at the top dose activity change, negative = inhibition, hits mostly inhibitors | 330,000 tested, 0.01% active;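 further: potency means the concentration at half of the fitted maximal effect; plate controls were DMSO wells for no effect and full inhibition by NEM control for full effect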
# Target sequence (O75604 whole entry, looked up): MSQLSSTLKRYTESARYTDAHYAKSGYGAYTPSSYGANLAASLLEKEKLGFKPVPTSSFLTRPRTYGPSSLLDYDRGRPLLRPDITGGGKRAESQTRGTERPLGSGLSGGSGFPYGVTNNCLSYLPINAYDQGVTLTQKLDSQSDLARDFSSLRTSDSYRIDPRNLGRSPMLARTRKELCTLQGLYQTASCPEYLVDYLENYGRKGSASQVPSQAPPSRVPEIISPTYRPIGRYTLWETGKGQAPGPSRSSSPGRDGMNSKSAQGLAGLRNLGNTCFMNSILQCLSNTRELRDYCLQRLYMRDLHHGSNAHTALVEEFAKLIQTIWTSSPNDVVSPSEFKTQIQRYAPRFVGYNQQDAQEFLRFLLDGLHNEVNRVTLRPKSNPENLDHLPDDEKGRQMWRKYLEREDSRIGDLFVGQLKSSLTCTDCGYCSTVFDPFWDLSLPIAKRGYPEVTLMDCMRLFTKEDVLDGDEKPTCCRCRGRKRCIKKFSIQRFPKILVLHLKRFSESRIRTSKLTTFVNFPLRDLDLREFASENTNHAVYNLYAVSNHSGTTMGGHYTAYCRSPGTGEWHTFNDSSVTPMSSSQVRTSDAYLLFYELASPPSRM
#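 Deubiquitinase activity read as fluorescence (485/531 nm) after Ub-CHOP2 cleavage activates the enterokinase reporter on its substrate; USP2 core 10nM, Ub-CHOP2 and substrate 25nM each, 30min compound preincubation then 60min RT; data normalized to NEM, curves fitted.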
# Mito fusion act – qHTS Assay for Small Molecule Inhibitors of Mitochondrial Division or Activators of Mitochondrial Fusion; S. cerevisiae fusion-defective mutant growth rescue, CellTiterGlo 48 h; 320,000 tested, 0.23% active; Potency, µM (series often up to 46.1 µM), inactives show at the top dose growth rescue (activation), usual class: activators;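 further: potency means the concentration at half of the fitted maximal effect; % of control where 0% means no effect; nearly all actives have a fitted effect of over 45% in size; temperature-sensitive fusion mutants such as fzo1-1 at 37 °C on non-fermentable ethanol glycerol medium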
#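 Compounds are tested for their ability to restore growth of mitochondrial fusion-defective yeast strains at non-permissive 37C in YPEG medium over 48 hours. Viability is quantified by luciferase luminescence.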
# TSHR antag – Antagonists of the Thyroid Stimulating Hormone Receptor: HTS campaign. TSHR-expressing cells, TSH-stimulated cAMP HTRF, 2 h; active compounds read low. activity change, negative = inhibition, % at 11.5 µM. 330,000 tested, 0.2% active;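 active means activity change below a set negative limit, meaning inhibition stronger than a set level, cut at about -70% in these data; inconclusive means activity change between two set negative limits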; further: on the % scale 0 is the no-effect control and ±100 the full control effect
#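 TSHR-expressing cells were treated with compounds, then stimulated with TSH at EC80 (4nM final) for 2 hours at 37 deg C. Cellular cAMP was measured by HTRF competition between lysate cAMP and cAMP-d2 for a cryptate-labelled anti-cAMP antibody.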
# Chronic BCR inh – qHTS Assay to Find Inhibitors of Chronic Active B-Cell Receptor Signaling; 340,000 tested, 0.05% active; Potency, µM (doses to about 46.1 µM), for the others: top-dose ratio change, negative = lower green/red ratio, usual class: inhibitors; ABC-DLBCL IkBa-CBG/CBR reporter, luminescence ratio, 4 h; active means well fitted inhibition curve with a large enough effect in the signal ratio, with a control signal flat, not every such curve was filed as active; inconclusive means small, poorly fitted or top-dose-only effect, or effect the other way, or a change in a side signal; the % refers to the signal ratio;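 further: potency means the concentration at half of the fitted maximal effect; plate controls were basal doxycycline-induced cells for no effect and cells given 10 µM MG132 for full effect; MG132 reads +100%, hits lower the ratio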
#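 TMD8 human ABC-DLBCL cells with doxycycline-inducible IκBα–green luciferase fusion and unfused red luciferase, in 0.5% FBS medium; compounds up to 46 uM, 4 h at 37C. Green/red luminescence ratio, filter-overlap corrected, fitted to concentration-response curves.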
# Tb PFK inh – qHTS Assay to Find Inhibitors of T. brucei phosphofructokinase | ATP-dependent 6-phosphofructokinase (Trypanosoma brucei brucei), O15648 | T. brucei PFK, ADP-Glo luminescence | Potency, µM (titrated, usually from 57.5 µM), without a hit: top-dose activity, negative = inhibition, most hits filed as inhibitors | 330,000 tested, 0.17% active | AID 485367, 2010;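 further: potency means the concentration at half of the fitted maximal effect; 0% = uninhibited 1x PFK enzyme wells and -100% = no-enzyme wells; nearly all actives have a fitted effect of over 60% in size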
# Target sequence (O15648 whole entry, looked up): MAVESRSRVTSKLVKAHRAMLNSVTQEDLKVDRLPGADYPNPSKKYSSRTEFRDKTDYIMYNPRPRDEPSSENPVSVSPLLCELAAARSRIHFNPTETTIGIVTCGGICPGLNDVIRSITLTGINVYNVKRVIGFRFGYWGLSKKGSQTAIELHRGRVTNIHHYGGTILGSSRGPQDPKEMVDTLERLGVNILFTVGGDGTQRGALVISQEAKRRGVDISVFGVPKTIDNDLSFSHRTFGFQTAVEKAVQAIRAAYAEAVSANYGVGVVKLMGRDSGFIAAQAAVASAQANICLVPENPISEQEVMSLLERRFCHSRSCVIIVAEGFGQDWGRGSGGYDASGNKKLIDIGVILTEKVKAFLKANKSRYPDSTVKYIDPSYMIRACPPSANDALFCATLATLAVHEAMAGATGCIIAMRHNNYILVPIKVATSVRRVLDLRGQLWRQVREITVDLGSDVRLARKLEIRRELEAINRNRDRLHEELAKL
#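 In TEA buffer at pH 8.0 with 5 mM MgCl2, enzyme (1.25 nM) converted F6P (0.5 mM) and ATP (0.1 mM) for 45 min at room temperature. ADP product was read by luciferase luminescence.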
# TCR activator – Activators of T cell receptors: qHTS campaign; Potency, µM (top dose mostly 9.22 µM), for the others: at the highest dose activation of IL-2 secretion, most hits filed as activators; 330,000 tested, under 10 active; primary human leukocytes, anti-CD3, IL-2 HTRF, 48 h; further: % of control where 0% means no effect
#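 Compounds are tested in HTS on primary human leukocytes co-incubated with a-CD3 beads for 48 hr. IL-2 output is measured by time-resolved FRET.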
# ELG1 DNA repair – qHTS screen for small molecules that inhibit ELG1-dependent DNA repair in human embryonic kidney (HEK293T) cells expressing luciferase-tagged ELG1. HEK293T ELG1-luciferase reporter, luminescence, 16 h; DNA damage induced by 5-fluorouridine. Potency, µM (series often up to 46.1 µM), for inactives: at the top dose activity change, negative = inhibition, hits mostly inhibitors. 330,000 tested, 2.3% active. AID 504467, 2011; further: potency means the concentration at half of the fitted maximal effect; on the % scale 0 is the no-effect control and ±100 the full control effect; nearly all actives have a fitted effect of over 55% in size
#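 5-Fluorouridine DNA damage + compound/DMSO, 2,000 cells/well, 16 h, 37 °C/5% CO2. ONE-Glo, 30 min RT, luminescence. Readout = decrease in reporter signal.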
# * marks the source's active call; other numbers are inactive results; ? = inconclusive; . = no result given; [ ] = dose if it differs, or a comment. Unless noted, the call rests on the fitted dose curve; in most records, active means well fitted curve in the direction sought with a large enough effect; inconclusive means small, poorly fitted or top-dose-only effect, or another doubt; inactive means no such curve, though single readings can be large; an effect the other way counts as inactive or inconclusive.
SMILES,B2AR arrestin,Eya2 phos inh,PTAP TSG101 blk,uPA generation,USP2a block,Mito fusion act,TSHR antag,Chronic BCR inh,Tb PFK inh,TCR activator,ELG1 DNA repair
CCCNC(=O)COC(=O)/C=C/c1ccc(C)o1,-0.1%,1.0%,-1.5%,4.7%,2.7%,3.1%,-9.6,1.8%,-8.1%,-3.6%,11.6%
Cc1ccc(CNC(=O)c2ccc(CN3CCOCC3)cc2)cc1,-0.9%,-8.3%,-9.1%,3.7%,3.7%,-1.5%,-5.1,0.8%,-6.1%,.,11.2%
COC(=O)C1=C(C)N(Cc2cccnc2)C(=O)/C1=C\c1cccs1,-1.0%,-1.4%,.,.,0.9%,-1.7%,-0.6,13.8%,1.0%,.,-10.5%
Cc1ccc(CNC(=O)CCc2c(C)[nH]c(=O)c(C#N)c2C)cc1,-0.4%,-7.7%,0.5%,-0.5%,3.0%,-2.3%,5.9,4.6%,0.1%,9.2%,3.2%
CC1CCCCN1C(=O)Cn1c(=O)oc2ccccc21 (configuration not stated),0.0%,8.0%,-3.7%,2.3%,0.5%,-2.5%,6.4,0.0%,-0.2%,.,-0.6%
Cc1cc(C)nc(SCC(=O)Nc2ccc(S(=O)(=O)Nc3onc(C)c3C)cc2)n1,0.3%,24.4%,-1.6%,-2.9%,-0.6%,-2.0%,1.9,-0.2%,0.6%,-15.7%,1.5%
COc1ccc(C(=O)Nc2ccc3[nH]ncc3c2)cc1,-0.6%,8.9%,1.4%,3.16µM*,0.4%,-1.1%,-1.1,?,2.1%,.,?
COc1cccc(CC(=O)OCC(=O)NNC(=O)c2ccc(Br)cc2)c1,0.2%,-28.5%,0.7%,3.2%,0.4%,-5.9%,5.2,4.5%,-11.7%,1.5%,2.9%
CC1(C)CC(N2CCCC2)=CC(=[N+]2CCCC2)C1,-0.6%,5.2%,-4.9%,?,0.4%,7.6%,-0.9,7.2%,-4.3%,4.5%[46.1 µM],-8.3%
Cc1cccc(NC(=O)c2cc(S(=O)(=O)N3CCc4ccccc43)cn2C)c1C,-0.4%,-1.0%,-6.1%,-10.4%,1.7%,0.6%,-10.5,?,2.7%,-2.0%,11.9%
COCCCC1CCN(Cc2nc(-c3ccccc3)no2)CC1,-0.8%,6.7%,-1.2%,6.0%,2.1%,-4.3%,-16.3,-12.6%,-5.2%,-5.5%,?
COCCn1c(C)cc(/C=N/NC(=O)c2cccnc2)c1C,-0.2%,7.2%,0.1%,-6.2%,1.8%,5.3%,-4.3,-20.7%,-7.4%,-8.4%,?
COC(=O)[C@]1(Cc2ccccc2)N[C@H](CN(C)C(=O)c2ccccc2)[C@@H]2C(=O)N(C)C(=O)[C@@H]21,-0.2%,3.3%,-0.4%,-9.2%,0.4%,.,33.5,-2.0%,0.0%,-2.6%,?
COc1ccc(S(=O)(=O)N2CCN(C(=O)Cc3ccsc3)CC2)cc1,-0.4%,-0.8%,-0.7%,-0.4%,-0.5%,3.7%,-1.7,5.8%,4.2%,7.8%,1.8%
O=C1CCCc2sccc2N1,0.1%,-13.2%,-4.2%,1.0%,1.5%,-2.3%,18.0,3.7%,3.0%,-2.3%,0.6%
CC(=O)Nc1ccc(S(=O)(=O)N(C)c2ccc(OCC(=O)Nc3ccccc3C(C)=O)cc2)cc1,0.1%,-2.0%,-0.5%,17.4%,-6.5%,-0.2%,-4.9,?,0.2%,2.1%,?
Cc1ccc(NC(=O)CN(C)S(=O)(=O)c2ccc(Cl)s2)c(O)c1,-0.2%,2.8%,-4.4%,9.2%,0.7%,1.7%,9.7,-3.1%,9.0%,6.4%,?
O=C1c2ccccc2C(=O)N1OCc1ccccc1[N+](=O)[O-],-0.1%,-2.7%,-0.7%,-0.4%,-0.9%,-6.3%,13.7,4.7%,-1.0%,4.6%,12.6%
CCN(C(=O)COC(=O)c1ccc2c(c1)OCO2)c1c(N)n(Cc2ccccc2)c(=O)[nH]c1=O,-0.5%,7.1%,-4.4%,18.4%,-1.2%,-1.9%,6.7,6.3%,-5.1%,-5.6%,?
O=C(CN1CCN(c2ccccn2)CC1)N1CCc2ccccc21,-2.0%,12.7%,-1.0%,-20.9%,4.0%,2.3%,1.8,-1.4%,0.1%,-5.7%[46.1 µM],1.8%
COc1ccc(N2C(=O)c3ccccc3NC23CCCC3)cc1,0.2%,-7.0%,-2.8%,-7.8%,-0.7%,-1.4%,-1.2,-25.5%,-2.8%,0.4%,?
COc1cc(NC(C)=O)c2ncccc2c1NC(C)=O,8.2%,?,-2.0%,19.8%,3.1%,4.5%,-5.1,?,0.9%,1.2%,-15.8%
O=C(Nc1ccc(F)cc1F)c1cc(-c2ccco2)on1,-0.1%,3.4%,-2.2%,.,2.3%,1.6%,-4.9,?,-0.6%,2.6%,?
CC1CCC/C(=N\NC(=O)COc2ccccc2Cl)C1 (configuration not stated),-0.6%,-2.8%,-6.0%,22.0%,4.2%,-10.3%,-11.0,?,-0.9%,0.1%[46.1 µM],13.9%
Cc1cc(C)c2sc(NC(=O)c3ccc(N4C(=O)CCC4=O)cc3)nc2c1,0.0%,1.1%,-3.9%,11.0%,0.0%,-0.3%,-16.1,?,4.0%,0.6%,-8.3%
Cc1nc2nc(-c3ccc(Cl)cc3)cn2nc1C,-0.3%,-0.1%,0.0%,-0.2%,1.3%,-4.0%,-2.9,?,-0.2%,-7.2%,?
Clc1ccc(COc2cccc(CNCc3ccncc3)c2)cc1,-0.5%,-1.9%,0.3%,-3.5%,1.4%,2.0%,-11.9,1.6%,2.0%,3.8%,-19.3%
COc1ccc(-n2nnc3c(=O)n(CC(=O)Nc4ccc5c(c4)OCCO5)cnc32)cc1OC,0.0%,0.6%,.,4.9%,-0.9%,-1.2%,-4.3,0.8%,3.2%,-0.7%,?
COc1ccccc1N1CCN(C(=O)c2cc(=O)c3c(C)cc(C)cc3o2)CC1,0.3%,6.7%,-0.4%,6.7%,-1.6%,?,9.8,-3.6%,1.6%,9.7%,25.9µM*
COc1cc2c(cc1OC)CN(CC(=O)Nc1ccc(F)cc1F)CC2,0.5%,-8.5%,-2.7%,1.0%,3.7%,7.9%,11.2,3.9%,2.2%,-0.6%,5.8%
O=C1C=C(c2ccc3c(c2)oc2ccccc23)C[C@@H](c2ccc3c(c2)OCO3)C1,0.1%,0.2%,0.0%,2.4%,0.9%,3.4%,14.4,?,0.0%,-1.0%,-13.1%
CN(C)CCCNC(=O)c1cc(Br)ccc1O,-0.8%,14.3%,0.7%,5.5%,10.5%,-11.6%,5.2,?,2.7%,1.0%,-4.1%
COc1ccccc1C(=O)N/C(=N/c1nc(C)cc(C)n1)Nc1ccccc1,4.7%,?,-4.7%,-3.2%,0.0%,6.8%,-7.8,4.3%,-4.5%,-5.6%,?
S=C(Nc1cccc(Cl)c1Cl)N1CCCC1,0.1%,-3.3%,5.2%,0.0%,-0.5%,-7.3%,7.5,2.0%,0.2%,4.9%,11.2%
CCOC(=O)CN(C(=O)CSc1nnc(-c2cccc(OC)c2)o1)c1ccc(F)cc1,0.1%,-5.5%,-1.9%,-6.7%,-7.3%,?,-41.2,?,2.2%,0.6%,0.0%
COCCCNCCOCCOc1ccc(Cl)cc1Br,-1.9%,9.5%,-2.8%,2.5%,3.1%,1.8%,28.6,-0.8%,-4.4%,-4.4%[46.1 µM],4.0%
CCOC(=O)Cn1c(S(=O)(=O)Cc2ccc(F)cc2)nc(-c2ccccc2)c1-c1ccccc1,0.1%,-7.6%,-2.5%,.,0.5%,-3.3%,-12.9,16.3%,0.3%,5.7%,-1.7%
O=C1CCCC(O)=C1C=Nc1ccc2c(c1)oc1ccccc12,-0.6%,-17.7%,-2.7%,-2.8%,0.6%,-2.1%,-3.6,1.6%,13.1%,13.9%,?
